A3A deaminase – human APOBEC3A DNA deaminase inhibition. P31941. recombinant A3A, FAM/TAMRA ssDNA deamination fluorescence. inhibition, % at 20 µM. 330,000 tested, 0.41% active. AID 493011;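 active means at least 40% inhibition at 20 µM here, with at most 30% in a related deaminase screen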;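 further: plate controls were A3A with DMSO for no effect and wells lacking A3A enzyme for full effect; some results filed as inactive read as strong as hits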
Target sequence (P31941 whole entry, looked up): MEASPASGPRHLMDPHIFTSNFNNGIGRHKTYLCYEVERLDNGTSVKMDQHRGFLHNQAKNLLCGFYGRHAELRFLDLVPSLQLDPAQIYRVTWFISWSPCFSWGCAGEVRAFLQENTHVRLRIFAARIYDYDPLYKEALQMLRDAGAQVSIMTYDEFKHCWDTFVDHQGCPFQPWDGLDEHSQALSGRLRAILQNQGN
mIAP act – increases mouse intestinal alkaline phosphatase activity; 330,000 tested, 0.24% active; muIAP, CDP-Star luminescence, 30 min; stronger effect = higher value; 1 = vehicle-only enzyme signal, 0 = enzyme-free wells; activation factor at 10 µM;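 active means activation factor of at least 2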; further: the source names both 10 and 20 µM as test concentration; values of inactives mirror those of a sister screen read the other way
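Assay system: mouse IAP enzyme / Compound: DMSO-dissolved test compounds / Timing: 30 min, room temperature / Measured by: luminescence from enzymatic CDP-Star hydrolysis / Control set: DMSO-only wells, enzyme-free buffer wells as negative control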
A3G deaminase – APOBEC3G (human) deaminase inhibition; 330,000 tested, 0.28% active; recombinant A3G, ssDNA deamination FAM/TAMRA fluorescence; Q9HC16; inhibition, % at 20 µM;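 active means inhibition of at least 40% at 20 µM, with no more than 30% in the related APOBEC3A deaminase screen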;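 further: plate controls were DMSO wells with A3G for no effect and wells lacking A3G enzyme for full effect; some compounds called inactive have numbers as strong as hits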
Target sequence (Q9HC16 whole entry, looked up): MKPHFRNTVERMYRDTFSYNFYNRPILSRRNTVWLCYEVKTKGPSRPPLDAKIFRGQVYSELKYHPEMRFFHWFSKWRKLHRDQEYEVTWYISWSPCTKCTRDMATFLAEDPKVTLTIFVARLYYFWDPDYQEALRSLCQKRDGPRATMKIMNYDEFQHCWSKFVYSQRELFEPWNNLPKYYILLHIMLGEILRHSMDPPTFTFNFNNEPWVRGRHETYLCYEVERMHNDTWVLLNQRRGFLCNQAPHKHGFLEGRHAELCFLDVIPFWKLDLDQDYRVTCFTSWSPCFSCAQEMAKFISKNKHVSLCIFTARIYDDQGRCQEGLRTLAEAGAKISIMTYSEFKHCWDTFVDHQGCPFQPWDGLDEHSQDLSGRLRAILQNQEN
SENP1 inh – SENP1 (human) catalytic domain inhibition | Q9P0U3 | inhibition, % at 10 µM | 360,000 tested, 0.21% active | recombinant SENP1 catalytic domain, CyPet-SUMO1-YPet FRET cleavage;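 active means inhibition at least 30% at 10 µM, raw YFP signal under a set limit, fluorescence ratio 0.5 to 1.5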;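 further: 0% = enzyme with DMSO and 100% = no enzyme wells; some results filed as inactive read as strong as hits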
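System: Recombinant human SENP1 catalytic domain, His6-tagged | Incubation: Enzyme reaction for 50 min at room temperature, dark | Medium: Tris pH 8 with BME, BSA, NP40 and catalase | Also added: 25 nM SUMO1 FRET substrate | Compound: 10 µM single point, 0.5% DMSO | Measured by: FRET fluorescence in CFP and YFP emission channels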
hIAP block – human IAP inhibition; 330,000 tested, 0.12% active; P09923; purified IAP, CDP-Star luminescence, 30 min; AID 2544; inhibition, % at 10 µM;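 active means inhibition reaching a set limit with compound at 10 µM in the primary screen, cut at about 35% in these data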;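 further: plate controls were DMSO wells with enzyme for no effect and no-enzyme buffer wells for full effect; values of inactives mirror those of a sister screen read the other way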
Target sequence (P09923 whole entry, looked up): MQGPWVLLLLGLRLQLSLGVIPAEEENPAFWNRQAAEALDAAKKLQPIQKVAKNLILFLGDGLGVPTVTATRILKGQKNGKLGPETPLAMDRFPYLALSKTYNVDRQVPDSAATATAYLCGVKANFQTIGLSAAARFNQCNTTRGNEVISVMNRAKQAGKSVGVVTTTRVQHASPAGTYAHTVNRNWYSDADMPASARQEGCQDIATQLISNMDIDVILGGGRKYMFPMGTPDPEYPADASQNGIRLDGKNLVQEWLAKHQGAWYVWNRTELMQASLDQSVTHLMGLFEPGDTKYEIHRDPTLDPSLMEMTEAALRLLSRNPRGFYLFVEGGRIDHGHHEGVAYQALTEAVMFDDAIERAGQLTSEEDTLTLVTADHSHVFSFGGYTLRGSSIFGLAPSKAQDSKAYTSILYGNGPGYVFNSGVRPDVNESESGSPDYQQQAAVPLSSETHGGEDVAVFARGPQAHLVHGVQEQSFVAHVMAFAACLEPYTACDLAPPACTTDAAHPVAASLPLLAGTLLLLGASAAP
hIAP act – increases human intestinal alkaline phosphatase activity; purified human IAP, CDP-Star luminescence, 30 min; stronger effect = higher value; 1 = vehicle-only enzyme, 0 = enzyme-free background; AID 2524; activation factor at 10 µM; 330,000 tested, 0.16% active;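 active means activation factor of the enzyme at least 2-fold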; further: the source names both 10 and 20 µM as test concentration; values of inactives mirror those of a sister screen read the other way
MIN6 prolif – MIN6 beta-cell proliferation induction; MIN6 cells proliferation, ATPlite luminescence, 48 h; cells starved in 0.2% serum; 100% = growth in 10% serum; proliferation, % at 10 µM; 330,000 tested, 0.29% active;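 active means compounds whose signal lies at least 3.5 SD above the mean of all wells on their plate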;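 further: 0% = DMSO-treated cells in low-serum medium and 100% = 10% serum control; some compounds called inactive have numbers as strong as hits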
NLRP3 yeast inh – inhibitors of NALP3 inflammasome in yeast; Yeast reconstituted NLRP3/ASC/caspase-1, beta-gal luminescence, 24 h; AID 2825; inhibition, % at 10 µM; 330,000 tested, 0.39% active;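 active means inhibition of 50% or more; inactive means inhibition below 50%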;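 further: plate controls were induced DMSO wells for no effect and uninduced yeast grown without galactose for full effect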
mIAP block – mouse IAP inhibition; purified mouse IAP, CDP-Star luminescence, 30 min; inhibition, % at 10 µM; 330,000 tested, 0.2% active;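 active means inhibition of at least 40% at 10 µM in the primary screen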;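 further: plate controls were DMSO with enzyme for no effect and no enzyme wells for full effect; values of inactives mirror those of a sister screen read the other way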
Numbers without * were called inactive. Not all compounds are listed; the hit share may differ from the screen's.

SMILES	A3A deaminase	mIAP act	A3G deaminase	SENP1 inh	hIAP block	hIAP act	MIN6 prolif	NLRP3 yeast inh	mIAP block
Cc1ccc(-n2c(C)nnc2SCC(=O)NC2CCCC2)cc1	-5	0.95	5	0	-10	1.1	0	13	5
N#C/C(=C\c1ccc(OC(=O)c2ccc(Cl)s2)cc1)c1nc2ccccc2[nH]1	4	0.9	2	-23	-7	1.1	0	21	10
O=C(CN(Cc1ccco1)C(=O)CNS(=O)(=O)c1ccc(F)cc1)NCCc1ccccc1	-4	0.97	-6	4	3	0.97	0	8	3
Cc1ccccc1NC(=O)CCNS(=O)(=O)c1ccc2[nH]c(=O)oc2c1	-3	0.98	-1	3	13	0.87	-6	15	2
COc1ccc(CN2CCNC(=O)C2CC(=O)NC2CCCCCC2)c(F)c1 (configuration not stated)	-6	1	-10	-16	-8	1.1	0	13	0
O=C(Cc1ccccc1F)Nc1nc(-c2ccc(F)c(F)c2)cs1	-1	1.1	-9	-3	5	0.95	-3	21	-7
O=C(O)CC(SCC(=O)Nc1ccc(S(=O)(=O)N2CCCC2)cc1)C(=O)O (configuration not stated)	2	0.88	2	-3	1	0.99	4	13	12
CSc1n[nH]c(NC(=O)c2c(-c3c(Cl)cccc3Cl)noc2C)n1	1	0.98	-1	1	1	0.99	-1	9	2
O=Cc1ccc(OCCOc2ccc([N+](=O)[O-])cc2)cc1	-4	0.95	-10	0	1	0.99	-6	4	5
Cn1nc(C(=O)OCC(=O)c2ccc[nH]2)c2ccccc2c1=O	-3	0.96	-7	0	3	0.97	0	15	4
N#Cc1cc2c(nc1SCc1ccccc1)CCCCC2	-1	1	7	0	24	0.76	-3	13	-1
COCCNC(=O)Cc1cn(C)c2ccccc12	-9	1	-9	2	23	0.77	0	5	0
CCOC(=O)N1CCN(S(=O)(=O)c2ccc(NC(C)=O)cc2)CC1	-5	0.95	-4	1	-5	1.1	-1	5	5
Cc1cccc(Oc2nccc(C(F)(F)F)c2C(=O)Nc2ccc(F)cc2F)c1	3	0.96	-3	2	-26	1.3	0	16	4
O=C(c1ccc2oc(CCc3ccccc3)nc2c1)N1CC[C@H](O)C1	0	0.96	-7	6	13	0.87	-4	-14	4
CCOc1ccc(NC(=O)Nc2cccnc2)cc1	-2	0.97	-2	2	-7	1.1	-4	-5	3
C=CCNC(=O)C1(c2ccccc2)CC1(Cl)Cl (configuration not stated)	-4	0.92	-3	0	11	0.89	0	-9	8
CC(=O)c1ccc(NCC(=O)N2CCN(c3ccccc3)CC2)cc1	19	1.1	-1	4	13	0.87	-1	5	-9
Cc1nn(-c2ccccc2)c(C)c1CN(C)C(=O)c1ccc(S(=O)(=O)NCc2ccco2)cc1	-10	1.1	-8	0	-12	1.1	-5	9	-11
O=C(CN1C(=O)CCS(=O)(=O)c2ccccc21)Nc1cccc(F)c1	2	1	0	2	-16	1.2	0	5	0
O=C(CCC(=O)Nc1ccccc1)N/N=C/C=C/c1ccccc1	1	0.97	-2	1	6	0.94	-4	1	2
Cc1c(NC(=O)c2ccc(=O)oc2)c(=O)n(-c2ccccc2)n1C	-4	0.92	-3	-14	-7	1.1	4	10	8
CCN(CC(=O)NCc1cccs1)C(=O)c1cccc(S(=O)(=O)Nc2ccccc2OC)c1	-1	0.93	-9	-2	4	0.96	-3	3	7
Cc1ccccc1OCC(=O)OCC(=O)c1ccc[nH]1	4	1.1	8	1	-15	1.1	-2	31	-9
Cc1ccc(C(=O)NCCCN2CCOCC2)cc1	-1	1	-6	1	-11	1.1	-2	-16	-1

The list goes on.
SMILES	A3A deaminase	mIAP act	A3G deaminase	SENP1 inh	hIAP block	hIAP act	MIN6 prolif	NLRP3 yeast inh	mIAP block
COc1ccc(-c2ccc(CCC(=O)O)n2-c2ccccc2O)cc1	0	0.94	-1	-40	8	0.92	-1	39	6
Cc1cc(Nc2ccccc2C(=O)O)n(-c2cccc(Cl)c2)n1	0	1	8	1	3	0.97	-3	18	-2
CCN(CC)C(=O)c1cnn(-c2ccccc2)c1NC(=O)c1cccs1	-3	0.97	-2	2	-6	1.1	-1	5	3
Cc1cc(C)c(NC(=O)CCN2CCN(Cc3ccccc3)CC2)c(C)c1	4	1	-2	2	8	0.92	0	19	-2
CC1(CC(=O)N/N=C/c2cc(Br)c(O)cc2O)OCCO1	-2	1.1	-2	-2	-5	1.1	-1	12	-12
COc1ccc(-c2nc(CS(=O)(=O)CC(=O)NCCCN3CCOCC3)c(C)o2)cc1	-2	1	0	0	-16	1.2	-4	-6	-1
CCCC(=O)N1CCN(c2ccc(NC(=O)c3ccc4c(c3)OCCO4)cc2)CC1	-4	1	2	2	-11	1.1	0	20	-2
COc1ccc(NC(=O)NN2CCN(C)CC2)cc1	-1	1	-11	4	-14	1.1	1	22	0
COc1cc2[nH]c(=O)n(CCCCCC(=O)NCCCN3CCC(C)CC3)c(=O)c2cc1OC	1	1.1	-4	2	4	0.96	-1	9	-5
O=C(Nc1cccc(NC(=S)NC(=O)c2cccs2)c1)c1ccccc1	-1	0.92	-6	-1	14	0.86	1	0	8
C=CCN(Cc1cc(OC)ccc1OC)S(=O)(=O)N(C)C	-3	1.1	-5	0	6	0.94	1	10	-7
COC(=O)c1cc(S(=O)(=O)n2nc(C)c(Br)c2C)c(Cl)cc1Cl	-2	0.84	-6	0	10	0.9	-7	17	16
COc1ccc(NC(=O)c2oc3ccccc3c2NC(=O)COc2ccccc2OC)c(OC)c1	5	0.98	-4	1	2	0.98	-1	8	2
CCCOc1cccc(C(=O)NCCNC(=O)c2ccco2)c1	-2	0.98	-8	0	-2	1	-1	17	2
CCCC1=C(C(=O)OCC)C(c2cccs2)C(C#N)=C(N)O1 (configuration not stated)	-1	0.87	-4	-21	-2	1	-2	1	13
O=C(COC(=O)c1sc2ccccc2c1Cl)NCC1CCCCC1	2	1.1	0	2	-5	1.1	2	15	-11
OC1(C#CCN2CCOCC2)CCCCC1	7	0.95	-3	4	9	0.91	-3	-22	5
CSCCC(NC(=O)COc1ccccc1)C(=O)NCc1cccs1 (configuration not stated)	1	1	-6	0	8	0.92	2	5	-3
CCOC(=O)c1ccc(-n2c(-c3ccco3)nc3ccccc3c2=O)cc1	4	1	-4	1	-12	1.1	-2	4	0
Cc1ccc(-n2nc(C)c(NC(=O)CCl)c2C)cc1	1	0.92	1	0	5	0.95	-5	11	8
CCCCN1C=CC(=C2N=c3cccc([N+](=O)[O-])c3=N2)C=C1	-1	0.99	-5	-25	12	0.88	-1	-2	1
CCOC(=O)c1sc(C)c2c1NC1(CCCCC1)NC2=O	0	0.95	-7	0	10	0.9	0	-1	5
Cc1c(CC(=O)N[C@@H](CCCNC(N)=O)C(=O)O)c(=O)oc2cc3oc4c(c3cc12)CCCC4	1	0.89	-5	-16	6	0.94	4	5	12
Cn1nc(C(C)(C)C)c([N+](=O)[O-])c1C(=O)Nc1ccccc1	-6	0.91	-6	2	-3	1	-2	21	9
Cc1cc(C)c2c(C)c(C(=O)Nc3c(C)n(C)n(-c4ccccc4)c3=O)oc2c1	2	1.2	3	0	-5	1	-2	2	-17

Continued.
SMILES	A3A deaminase	mIAP act	A3G deaminase	SENP1 inh	hIAP block	hIAP act	MIN6 prolif	NLRP3 yeast inh	mIAP block
Cc1noc(C)c1C(=O)NCCCc1ccccc1	-4	0.94	-7	-2	12	0.88	-2	3	6
COC(=O)C[n+]1cccc2ccccc21	67*	1.1	7	-30	-9	1.1	0	3	-9
CC1CCCN(C(=O)CN2C(=O)NC(C)(c3ccc4ccccc4c3)C2=O)C1 (configuration not stated)	-4	1	-5	2	11	0.89	2	0	-1
CCOC(=O)C1=C(COc2ccccc2)NC(=O)NC1c1ccc(Cl)cc1 (configuration not stated)	-3	0.98	-8	2	3	0.97	-7	2	2
CC(=O)Nc1c(O)nc(SCC(=O)N2CCN(c3ccc(F)cc3)CC2)[nH]c1=O	0	0.96	1	1	-3	1	-3	12	4
CN1C(=O)CC(c2ccccc2)CC1=O	0	1	-2	3	14	0.86	2	17	-1
CC(C)OC(=O)CSc1nc2cccnc2n1C1CCCCC1	0	1	-4	0	-4	1	0	-4	-5
CC(C)(C)NC(=O)NC(=O)COC(=O)CCCc1c[nH]c2ccccc12	2	0.98	0	2	3	0.97	3	13	2
Cc1cc(-n2cnc3c(=O)[nH]cnc32)ccc1N	-1	0.98	-6	1	-3	1	0	16	2
N#Cc1c(NC(=O)Cn2nc(C(F)(F)F)c3c2CCCC3)sc2c1CCC2	0	0.81	25	-1	18	0.82	-6	11	19
CC(c1nccs1)N(C)C(=O)c1cn(Cc2cccc3ccccc23)nn1 (configuration not stated)	3	1	9	2	-23	1.2	7	7	-3
CC(C)Cc1nnc(NC(=O)CCN2C(=O)c3ccccc3C2=O)s1	-1	0.89	-3	2	3	0.97	0	8	11
CCNS(=O)(=O)c1ccc(NC(=O)c2cc(C(F)(F)F)nn2C)cc1	3	1.1	0	3	-1	1	1	2	-14
Cc1ccc(C)c(NC(=O)c2cnccn2)c1	0	0.93	1	-1	-13	1.1	-2	29	7
CCCn1nnnc1NCc1cccn1C	-2	0.91	-8	-1	0	1	-5	-2	10
NC(=O)NCc1ccc(Cl)cc1	-2	1.1	-6	2	13	0.87	-2	17	-6
CCOC(=O)c1nnn(-c2nonc2N)c1-c1cccs1	-4	0.92	-6	1	11	0.89	0	10	8
CC1CC(C)CN(S(=O)(=O)c2ccc(NN)nc2)C1 (configuration not stated)	0	0.87	-6	5	2	0.98	-5	13	13
O=C1CC(c2ccccc2)C(=O)N1c1cccc(O)c1 (configuration not stated)	1	1.1	-2	-1	2	0.98	-1	14	-6
Cc1nc(NC(=O)CSc2nnc3ccccn23)c(Cl)cc1Cl	6	0.91	-3	1	21	0.79	-3	18	9
O=C(C1CCN(S(=O)(=O)c2ccc(Br)s2)CC1)N1CCN(C2CCCCC2)CC1	1	1.1	-3	0	-8	1.1	-4	18	-5
O=C1N/C(=N\c2ccccn2)SC1Cc1ccc(Cl)cc1 (configuration not stated)	-7	1.1	-4	2	-38	1.4	-3	6	-11
CCC(C)(C(=O)NC1CCCCC1)N(C(=O)c1cnccn1)c1c(C)n(C)n(-c2ccccc2)c1=O (configuration not stated)	0	1.1	-3	-1	19	0.81	-3	-8	-14
COc1ccc(/C=N/NC(=O)c2ccc(COc3cccc4cccnc34)cc2)cc1OC	2	1.1	4	-1	4	0.96	-2	9	-6
O=C(CN1CCOCC1)NCc1ccc(F)cc1	17	0.96	-6	2	6	0.94	-3	1	4

Rewritten as labelled records: entries from further up
> CC(c1nccs1)N(C)C(=O)c1cn(Cc2cccc3ccccc23)nn1 (configuration not stated)
  A3A deaminase: 3	mIAP act: 1	A3G deaminase: 9	SENP1 inh: 2	hIAP block: -23	hIAP act: 1.2	MIN6 prolif: 7	NLRP3 yeast inh: 7	mIAP block: -3
> CC(C)Cc1nnc(NC(=O)CCN2C(=O)c3ccccc3C2=O)s1
  A3A deaminase: -1	mIAP act: 0.89	A3G deaminase: -3	SENP1 inh: 2	hIAP block: 3	hIAP act: 0.97	MIN6 prolif: 0	NLRP3 yeast inh: 8	mIAP block: 11
> CCNS(=O)(=O)c1ccc(NC(=O)c2cc(C(F)(F)F)nn2C)cc1
  A3A deaminase: 3	mIAP act: 1.1	A3G deaminase: 0	SENP1 inh: 3	hIAP block: -1	hIAP act: 1	MIN6 prolif: 1	NLRP3 yeast inh: 2	mIAP block: -14
